# Source: PubChem
# T cell modulator – modulators of CD8 T cell-vesicle binding, primary screen, mouse 2C CD8+ T cells, flow cytometry | calls only at 7 µM | hit rate 0.068% among 330,000 | 2C CD8+ T cell-vesicle binding; stronger effect = lower value | AID 2052, 2009;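 active = response, share of CD8 T cells binding vesicles, and their 90th percentile fluorescence all below set limits, cut at about 80% in these data, passing the limit was not always enough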
#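 material = purified 2C TCR transgenic mouse naive CD8+ T cells | controls = Unloaded micro-vesicles (low), QL9 vesicles with 0.7% DMSO (high) | detection = cytometric PE anti-B7-1 and Alexa647 anti-CD8 signals after 1% paraformaldehyde fixation | incubation = binding step 1.5 h, 37 °C, antibody labelling 20 min, ice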
# Myeloid diff MLP – induction of myeloid progenitor differentiation, primary screen, cell-based, flow cytometry, MLPCN library; ER-HoxA9 myeloid progenitors, lysozyme-GFP differentiation; calls only at 10 µM; hit rate 1% among 360,000; AID 624256, 2012;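 active = normalized GFP-positive differentiation at or above the plate's own cutoff, the solvent-only control mean plus 3 SD; inconclusive = no clear call, values can overlap the other calls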;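 also: cells exposed to compound for four days before flow analysis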
# T cell modulator vesicle-bound % – further read-out of T cell modulator, marked with its call; double positive events, %; measured here: CD8+ vesicle-bound cell fraction;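 binding gate set so that unloaded-vesicle control wells show 10% double positive cells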
# Myeloid diff MLP GFP+ MAC1+ % – second read-out of Myeloid diff MLP, no call of its own (marks repeat the call); GFP+ MAC1+ double positive, %; measured here: differentiation confirmed by MAC1 staining
# An asterisk follows results filed as active; i = inactive; ? = inconclusive; . = no result given. Not all compounds are listed; count on the stated rates, not on these rows.
SMILES,T cell modulator,T cell modulator vesicle-bound %,Myeloid diff MLP,Myeloid diff MLP GFP+ MAC1+ %
CNS(=O)(=O)c1cccc(C(=O)OCC(=O)NC2CCCC(C)C2C)c1 (centres undefined),i,47,i,0.4
O=C(Nc1cc(Cl)ccc1-n1cncn1)c1ccc(Br)o1,i,64,i,1.1
Cc1cccc(NC(=O)C2CC(=O)N(Cc3ccccc3)C2)n1 (centres undefined),i,57,i,0.2
NS(=O)(=O)c1ccc(CCNC(=O)c2ccc(Cl)c(S(=O)(=O)NCc3ccco3)c2)cc1,i,39,i,1.3
C[C@H](CO)N1C[C@H](C)[C@@H](CN(C)S(=O)(=O)c2ccccc2)Oc2c(NC(=O)CCC(F)(F)F)cccc2C1=O,i,8,i,0.7
CC(Sc1nncs1)C(=O)Nc1ccc(S(=O)(=O)Nc2ncccn2)cc1 (centres undefined),i,57,i,0.3
O=c1oc2ccc(C#CC3(O)CCCCC3)cc2cc1-n1cc(-c2ccsc2)nn1,i,39,i,0.4
COc1cc(/C=C2\SC(=S)N(NC(C)=O)C2=O)ccc1OC(=O)c1ccco1,i,34,i,1.3
CCCNC(=O)c1onc(CSc2ccc(Cl)cc2)c1C(=O)NCC1CC1,i,25,i,2.0
Cc1ccc(S(=O)(=O)N(C)C)cc1NC(=O)COc1cccc(-n2cnnn2)c1,i,44,i,1.2
CC1CCCCC1NC(=S)NC(=O)c1ccccc1Cl (centres undefined),i,50,i,0.2
COc1ccccc1NS(=O)(=O)c1cccc(C(=O)NCC(c2ccco2)N2CCCCC2)c1 (centres undefined),i,40,i,0.9
CCn1c(COC(=O)CNC(=O)c2ccccc2F)nc2cc(S(=O)(=O)N(C)C)ccc21,i,8,i,1.1
O=C(NCc1ccco1)c1cccc2c1C(=O)c1ccc(N3CCCC3)cc1S2(=O)=O,i,8,i,0.9
OCc1ccccc1CN1CCCCCC1,i,27,i,0.5
Nc1cc([N+](=O)[O-])cc2oc(-c3ccccc3)cc12,i,25,i,3.2
CCOC(=O)/C=C/[C@H]1Cc2ccccc2CO1,i,18,i,1.6
COc1ccc(NC(=O)CN(C)C(=O)C2CC(=O)N(c3ccc4c(c3)OCCO4)C2)cc1 (centres undefined),i,23,i,0.8
COc1ccc(OC)c(S(=O)(=O)n2ccc(C)n2)c1,i,33,i,0.2
Cc1cccc(C(=O)N(Cc2ccco2)c2c(N)n(Cc3ccccc3)c(=O)[nH]c2=O)c1,i,24,i,0.6
CCN(C(=O)CN1CCC(C(=O)OC)CC1)c1c(N)n(Cc2ccccc2)c(=O)[nH]c1=O,i,52,i,1.5
CCOc1ccc(C(=O)C(C)OC(=O)Cn2c(C)csc2=O)cc1 (centres undefined),i,51,i,0.7
CCc1c(C2(O)CCCCC2)[nH]c2ccc(C#N)cc12,i,12,i,1.0
CC1CCCCN1C(=O)c1cc(S(=O)(=O)N2CCOCC2)ccc1Cl (centres undefined),i,55,i,1.2
Cc1noc(C)c1S(=O)(=O)N(C)C[C@H]1Oc2c(NC(=O)NC3CCCCC3)cccc2C(=O)N([C@H](C)CO)C[C@@H]1C,i,8,i,0.8
O=C(NCCCN1CCOCC1)c1c(-c2ccccc2)sc2ccccc12,i,18,i,2.0
O=C(COc1ccc(-c2nnco2)cc1)Nc1ccc(C(F)(F)F)cc1,i,50,?,.
Cc1ccsc1C(=O)NNC(=O)COc1ccccc1Cl,i,23,i,0.3
COc1ccc(CCNC(=O)c2cccc([N+](=O)[O-])c2)cc1OC,i,38,i,0.8
CC(=O)N1CCN(C(=O)C(Cc2ccccc2)NC(=O)c2ccccc2)CC1 (centres undefined),i,45,i,0.6

# In another format: results already given
O=C(NCCCN1CCOCC1)c1c(-c2ccccc2)sc2ccccc12
- T cell modulator = i
- T cell modulator vesicle-bound % = 18
- Myeloid diff MLP = i
- Myeloid diff MLP GFP+ MAC1+ % = 2.0

O=C(COc1ccc(-c2nnco2)cc1)Nc1ccc(C(F)(F)F)cc1
- T cell modulator = i
- T cell modulator vesicle-bound % = 50
- Myeloid diff MLP = ?
- Myeloid diff MLP GFP+ MAC1+ % = .

Cc1ccsc1C(=O)NNC(=O)COc1ccccc1Cl
- T cell modulator = i
- T cell modulator vesicle-bound % = 23
- Myeloid diff MLP = i
- Myeloid diff MLP GFP+ MAC1+ % = 0.3

# Later entries:
SMILES,T cell modulator,T cell modulator vesicle-bound %,Myeloid diff MLP,Myeloid diff MLP GFP+ MAC1+ %
CN(C)C(=O)C(Sc1ccc(S(=O)(=O)N2CCCC2)cn1)c1ccccc1 (centres undefined),i,31,i,0.2
O=C(N/N=C/c1cc(Br)c(O)c([N+](=O)[O-])c1)C(O)(c1ccccc1)c1ccccc1,i,57,i,0.3
CCCCOc1ccc(C2(C)NC(=O)NC2=O)cc1 (centres undefined),i,46,i,0.7
O=C(OCC(=O)N1CCOCC1)c1ccc2ccccc2c1O,i,33,i,0.8
C=C[C@]1(C)C=C2CC[C@H]3[C@@](C)(CCC[C@@]3(C)C(=O)O)[C@@H]2CC1,i,12,i,1.4
CC(C)NC(=O)N(C)C[C@@H]1Oc2c(NS(=O)(=O)c3ccccc3)cccc2C(=O)N([C@@H](C)CO)C[C@@H]1C,i,8,i,0.4
NCCCC[C@@H](C(=O)NCCCCCCCCCCC(=O)N1CCNCC1)n1cc(CCCC(=O)O)nn1,i,16,i,0.7
O=C(O)C[C@H]1c2ccc(C(F)(F)F)cc2S(=O)(=O)N1C1CCCCC1,i,4,i,1.8
O=C(Nc1cc2c(cc1[N+](=O)[O-])OCCO2)c1cccnc1,i,31,i,0.5
COc1cc(C(=O)NNC(=O)c2ccccc2OCc2c(C)noc2C)cc(OC)c1OC,i,40,i,0.3
Cc1ccc(SCC(=O)NC(=O)c2ccccc2Br)c(C)c1,i,51,i,1.9
Cc1cc(C)cc(NC(=O)COC(=O)c2cccc(S(=O)(=O)N3CCCCC3)c2)c1,i,25,i,0.8
CCOc1ccc(NC(=O)CSc2nnc(C3CC3)n2C2CC2)cc1,i,24,i,1.1
Cc1ccc(SCC(=O)OCC(=O)N(C)CC(=O)Nc2ccc(F)cc2)cc1C,i,60,i,0.6
COc1ccc(OC)c(C2C(C#N)=C(N)N(N(C)C)C3=C2C(=O)CC(C)(C)C3)c1 (centres undefined),i,18,i,0.4
COc1cc(NC(=O)C2CCN(S(=O)(=O)c3cccs3)CC2)cc(OC)c1,i,42,i,0.4
CCOc1ncccc1C(=O)OCC(=O)NC(=O)c1ccccc1,i,28,i,0.2
NC(=O)CC(NC(=O)Cc1ccc(Cl)cc1)c1ccc(N2CCC(Cc3ccccc3)CC2)c([N+](=O)[O-])c1 (centres undefined),i,9,i,0.8
CC[C@]12CCCN3CCc4c(n(c5ccccc45)C(=O)C1)[C@@H]32,i,42,i,3.1
Cn1nc(-c2ccccc2)nc1-c1ccccc1,i,19,i,0.8
CCOc1ccccc1Nc1cc(C)nc2ccc(C)cc12,i,35,i,0.8
C=C1CCN(c2ccc(C(=O)NCCC)cc2[N+](=O)[O-])CC1,i,20,i,1.5
COc1ccc(OC)c(S(=O)(=O)Nc2cccc(O)c2)c1,i,19,i,0.8
Cc1c(C(=O)NCC(c2ccco2)N(C)C)oc2c(Cl)cccc12 (centres undefined),i,35,i,0.5
O=C(Cc1coc2cc(O)ccc12)NNC(=O)c1ccc(Br)s1,i,40,i,0.7
CN(Cc1cccc(F)c1)C(=O)Cc1ccc(S(=O)(=O)N2CCOCC2)s1,i,38,i,0.5
COc1cccc(NC(=O)C2=COCCO2)c1,i,30,i,0.5
COc1ccc(OC)c(CN2CCN(C(=O)CCC(=O)c3cccs3)CC2)c1,i,17,i,0.9
CCOC(=O)C1CCN(S(=O)(=O)CCNC(=O)c2cccc(OC)c2)CC1,i,46,i,0.9
Nc1nonc1-n1nnc(C(=O)N/N=C/c2cccc(F)c2)c1CN1CCCC1,i,20,i,1.5
CC(=O)Nc1ccc(NC(=O)COC(=O)c2c(-c3ccccc3)noc2C)cc1,i,34,i,1.7
CCC1(c2ccccc2)NC(=O)N(CC(=O)Nc2ccccc2C(=O)NC2CC2)C1=O (centres undefined),i,24,i,0.1
OC(COc1ccc(Cl)cc1Cl)Cn1ccnc1 (centres undefined),i,12,i,0.7
Cc1ccnc(NC(=O)CNC(=O)c2ccccc2)c1,i,45,i,0.4
O=C(Nc1ccccn1)C1CCN(S(=O)(=O)c2ccccc2)CC1,i,48,i,1.6
COc1ccc(CNC(=O)COC(=O)CCN2C(=O)C3CC=CCC3C2=O)cc1OC (centres undefined),i,23,i,0.6
Cc1ccc(S(=O)(=O)N(C)C)cc1NC(=O)c1ccccc1SCC(=O)N1CCCC1,i,47,i,0.3
CC(C)(C)c1ccc(-c2nnc(SCC(=O)NC3CC3)o2)cc1,i,23,i,1.7
O=C(Nc1cc(F)ccc1F)c1ccc(-n2cncn2)c([N+](=O)[O-])c1,i,37,i,0.8
COCc1c(C(=O)NCc2ccccc2CN2CCCC2)oc2ccccc12,i,66,i,1.5
O=C(c1ccccc1)c1ccc(OCC(O)CNCc2ccc(Cl)cc2)cc1 (centres undefined),i,66,i,1.3
O=C(COC(=O)c1ccccc1O)NC12CC3CC(CC(C3)C1)C2,i,38,i,1.1
CCCn1c(C2CCCN2c2nc(-c3ccc(OC)cc3)cs2)nc2ccccc21 (centres undefined),i,9,i,1.4
COc1ccc(C(=O)NCCNc2nc3c(C)cccc3cc2C#N)cc1,i,20,i,0.3
Cc1ccc(-n2nnnc2-c2ccccc2Br)cc1,i,36,i,0.4
O=C1NC(=O)/C(=C/c2ccco2)N1,i,35,i,2.4
CCN1C(=O)[C@H]2[C@@H](c3ccc(-c4ccc(C(C)=O)cc4)cc3)N[C@@](C)(C(=O)OC)[C@H]2C1=O,i,12,i,1.5
Cc1ccc(S(=O)(=O)N2CCCC2CNC(=O)c2ccccc2)cc1 (centres undefined),i,3,i,0.6
CCc1ccc(NC(=O)CC2C(=O)N(c3ccc(OC)cc3)C(=O)N2CCOC)cc1 (centres undefined),i,49,i,0.5
O=C(COC(=O)c1cccnc1Cl)Nc1cccc(S(=O)(=O)N2CCOCC2)c1,i,50,i,1.0
O=C(C[C@@H]1C/C=C\CCCC(=O)OC[C@@H]2CCCN2C1=O)NCCO,i,16,i,1.4
CCCCSCCCNC(=O)C1CCC(CNS(=O)(=O)c2ccccc2)CC1 (centres undefined),i,57,i,0.2
CC1CCN(c2ccc(-c3ccc(NC(=O)c4ccco4)cc3)nn2)CC1,i,57,i,0.4
COc1ccc2c(C(=O)c3ccc(C)cc3)n(CCCC(N)=O)[n+]([O-])c2c1,i,36,i,1.0
Cc1ccc(NC(=O)COC(=O)COc2ccc3ccc(=O)oc3c2)cc1[N+](=O)[O-],i,43,i,0.7
O=C(CCc1ccccc1)NCCCNC(=O)CCc1ccccc1,i,24,i,2.1
CNC(=O)c1ccc(NC(=O)Cc2ccc(S(=O)(=O)N3CCOCC3)s2)cc1,i,23,i,1.5
O=C(COC(=O)c1ccc2c(c1)OCO2)Nc1ccccc1F,i,21,i,1.4
Cc1cc(C)cc(N(CCC#N)C(=O)COC(=O)CCc2c[nH]c3ccccc23)c1,i,31,i,0.4
CN(CC(=O)Nc1c(Cl)cccc1Cl)C(=O)CC1Sc2ccccc2NC1=O (centres undefined),i,36,i,0.7

# 2 records drawn at random from the list so far:
SMILES,T cell modulator,T cell modulator vesicle-bound %,Myeloid diff MLP,Myeloid diff MLP GFP+ MAC1+ %
Cc1ccc(NC(=O)COC(=O)COc2ccc3ccc(=O)oc3c2)cc1[N+](=O)[O-],i,43,i,0.7
CCc1ccc(NC(=O)CC2C(=O)N(c3ccc(OC)cc3)C(=O)N2CCOC)cc1 (centres undefined),i,49,i,0.5

# (next part)
SMILES,T cell modulator,T cell modulator vesicle-bound %,Myeloid diff MLP,Myeloid diff MLP GFP+ MAC1+ %
O=[N+]([O-])c1cc(S(=O)(=O)N2CCOCC2)ccc1OCc1cccc(Cl)c1,i,55,i,0.6
CC(OC(=O)CCN=C1NS(=O)(=O)c2ccccc21)C(=O)Nc1ccccc1F (centres undefined),i,44,i,0.8
C[C@H]1CN([C@@H](C)CO)C(=O)c2cccc(NC(=O)Nc3ccc(F)cc3)c2O[C@@H]1CN(C)Cc1ccc(C(=O)O)cc1,i,19,i,1.0
C[C@H](CO)N1C[C@H](C)[C@@H](CN(C)C(=O)Nc2ccc(C(F)(F)F)cc2)Oc2ccc(NS(=O)(=O)c3cccs3)cc2C1=O,i,16,i,0.7
COCCNC(=O)CN1CCN(S(=O)(=O)c2ccc3c(c2)CCCC3)CC1,i,43,i,1.0
Cc1ccc(NC(=O)CCNC(=O)c2ccccc2Cl)cc1S(=O)(=O)N1CCOCC1,i,34,i,1.7
Oc1[nH]c2ccc(Br)cc2c1N=Nc1ccc(F)cc1,i,55,i,2.1
COC(=O)[C@]1(C)N[C@H](c2ccc(SC3CCCCC3)cc2)[C@@H]2C(=O)N(C)C(=O)[C@@H]21,i,28,i,0.4

# A different layout for some results above:
Molecule | T cell modulator | T cell modulator vesicle-bound % | Myeloid diff MLP | Myeloid diff MLP GFP+ MAC1+ %
Cc1c(C(=O)NCC(c2ccco2)N(C)C)oc2c(Cl)cccc12 (centres undefined) | i | 35 | i | 0.5
O=[N+]([O-])c1cc(S(=O)(=O)N2CCOCC2)ccc1OCc1cccc(Cl)c1 | i | 55 | i | 0.6
COCc1c(C(=O)NCc2ccccc2CN2CCCC2)oc2ccccc12 | i | 66 | i | 1.5
